# Compound activity deposited in PubChem by National Center for Advancing Translational Sciences (NCATS).
# Pf Dd2 inh – Plasmodium falciparum Dd2 growth inhibition; P. falciparum Dd2 growth, SYBR Green, 72 h; Potency, µM (series often up to 28.9 µM), for the others: at the highest dose activity, negative = inhibition, usual class: inhibitors; hit rate 4.3% among 120,000; active = well fitted inhibition curve with a large enough effect; inconclusive = small, poorly fitted or top-dose-only effect; inactive = no such curve, though single readings can be large or run the other way;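 also: plate controls were DMSO vehicle for no effect and reference drug for full effect; nearly all actives have a fitted effect of over 65% in size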
#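 Infected erythrocytes (Dd2, 0.3% parasitemia, 2.5% hematocrit final) are added to compound in RPMI-1640/Albumax II medium, grown 72 h at 37C in low oxygen, then lysed with saponin/Triton-X containing SYBR Green and read by fluorescence.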
# * = called active by the depositor; i = inactive; ? = inconclusive; [ ] = another dose, or the depositor's remark. Potency is read from the fitted curve at half-maximal effect. Some of the compounds tested (hit frequency here may not be typical).
# The opening three records, ahead of the listing:
compound	Pf Dd2 inh
Cc1ccc(-n2ncc3c(NCCCn4ccnc4)ncnc32)cc1Cl	-8%
COc1cccc(C2CC(=O)Nc3c2c(=O)n(C)c2ncnn32)c1OC (stereo not given)	-8%
O=C(Nc1cccc(F)c1)c1cnc2c(c1)N(C(=O)CCc1ccccc1)CCC2	i

# All compounds of this part, repeating the preview:
compound	Pf Dd2 inh
Cc1ccc(-n2ncc3c(NCCCn4ccnc4)ncnc32)cc1Cl	-8%
COc1cccc(C2CC(=O)Nc3c2c(=O)n(C)c2ncnn32)c1OC (stereo not given)	-8%
O=C(Nc1cccc(F)c1)c1cnc2c(c1)N(C(=O)CCc1ccccc1)CCC2	i
COc1ccc2cc(C3CN(C(=O)c4cc(C(C)=O)n[nH]4)CCO3)ccc2c1 (stereo not given)	?
O=C(c1cc(=O)c2cc(Cl)ccc2o1)N(Cc1ccccc1)C1CCS(=O)(=O)C1 (stereo not given)	-1%
CCc1cccc(NC(=O)Cn2c(=O)n(CCC(=O)NCC3CCCO3)c(=O)c3cc(OC)c(OC)cc32)c1 (stereo not given)	0%
CC(=O)N1CCCC2(C1)CN(C)c1ccc(C(=O)NC(C)C)cc12 (stereo not given)	17%[44.1 µM]
NC(=O)NCCN1CCCC(N2CCN(Cc3ccc4c(c3)OCO4)CC2)C1 (stereo not given)	9%
O=C(Cc1ccc(N(Cc2ccc(F)cc2)C(=O)c2ccco2)cc1)NCCc1ccccc1	-3%
O=C(c1ccco1)N1CCN(c2cc(-c3cccs3)[nH]n2)CC1	i
Clc1cccc(-n2ncc3c(NCCCN4CCOCC4)ncnc32)c1	?
Cc1cc(NC(=O)CSc2ncc(C(=O)Nc3ccc(Cl)cc3)c(=O)n2C)no1	40%[activator]
CCCS(=O)(=O)N1CCC2(CC1)CN(C(C)=O)CC2COC (stereo not given)	8%
CC(=O)N1CCCc2cc(S(=O)(=O)N3CCCC(C(=O)NC(C)C)C3)ccc21 (stereo not given)	-3%
CN1c2cc(C(=O)Nc3ccc(Cl)c(F)c3)ccc2C(=O)N2CCCCCC21 (stereo not given)	?
Cn1cc(NC(=O)C2CC(=O)N(c3n[nH]c4cccc(F)c34)C2)cn1 (stereo not given)	1%
CCn1cc(C(=O)N2CCN(c3ccccc3)CC2)c(=O)c2cc(S(=O)(=O)N3CCOCC3)ccc21	-5%
COc1ccc(CCNC(=O)c2ccc(CNS(=O)(=O)c3ccccc3)cc2)cc1OC	-24%
O=C(NC1CCCCC1)c1ccc(CSc2nc3ccncc3n2Cc2ccccc2F)cc1	?
CCOC(=O)c1csc(NC(=O)CC[C@H]2NC(=O)c3ccccc3NC2=O)n1	-7%
CC(=O)N1CCN([C@H]2[C@@H]3OC[C@@H](O3)[C@@H](NCC3CCCCC3)[C@@H]2O)CC1	31%[activator][44.1 µM]
COc1ccc(NC(=O)C2CCCN(S(=O)(=O)c3c(C)[nH]c(=O)[nH]c3=O)C2)cc1 (stereo not given)	23%
COc1ccccc1C(=O)N1CCc2c(c(-c3nncn3C(C)C)nn2C)C1	-18%
COc1cc(CN2CCN(Cc3cnc(C)s3)CC2CCO)cc(OC)c1 (stereo not given)	-8%
COc1ccccc1C(=O)N1CCC(c2n[nH]c(=O)n2-c2ccc(C)cc2)CC1	i
CCSc1nc2c([nH]c3ccccc32)c(=O)n1-c1ccc(OC)cc1	19%
COc1ccc(-c2c(C#N)c(SCC(=O)Nc3ccccc3C)nc(C)c2C(=O)Nc2ccccc2)cc1OC	?
Cc1oc2ccn(Cc3ccccc3F)c(=O)c2c1C(=O)NCc1cc(F)cc(F)c1	?
O=C1NC2(CCN(C(=O)c3ccc4c(c3)OCO4)C2)OCc2ccccc21 (stereo not given)	-1%
O=C(c1ccc(Cl)nc1)N1CCC2(CC1)CCN(Cc1cccs1)c1ccccc1O2	?
O=C(c1cccs1)N(Cc1cccnc1)c1nc2c(Cl)cccc2s1	?
Cc1nc2ccccn2c(=O)c1NC(=O)c1ccc(C(F)(F)F)cc1	10%
O=C(NC1CCCc2c1[nH]c1ccc(Cl)cc21)c1ccncc1 (stereo not given)	i
CC(C)C1=NOC2(CCCN(CC3CCCCC3)C2)C1 (stereo not given)	?
Cc1nnc([C@H]2CCN(CCCc3ccccc3)C2)o1	?
Cc1ccc(-c2noc(-c3ccc(NC4CCCC4)c([N+](=O)[O-])c3)n2)cc1	-8%
CC(C)Sc1nc2sc3c(c2c(=O)n1-c1ccccc1)CCCC3	17%
CN1CCN(c2nc3c(c(=O)[nH]2)CCN(Cc2cn[nH]c2-c2ccc(F)cc2)CC3)CC1	17%[5.79 µM]
Cc1ccc(C)c(CN2C(=O)c3ccccc3S(=O)(=O)c3ccc(C(=O)N4CCc5ccccc54)cc32)c1	?
CN1CCCCCCN(Cc2ccccc2)[C@H]2CCC[C@H]2C1=O	?
COc1c(F)cccc1CN1CCOc2cc([S+](=O)([O-])N(C)C)ccc2C1	i
Cc1ccsc1-c1[nH]nc2ncc(-c3cccc(O)c3)nc12	i
c1ccc2oc(-c3nccn3CCc3noc(C4CCCO4)n3)cc2c1 (stereo not given)	-13%
CCOC(=O)C1CCN(C(=O)C2COC3(CCCCC3)N2C(=O)c2ccc(CC)cc2)CC1 (stereo not given)	?
CN(C)C(C(=O)NCc1nnc2n1CCCC2)c1cccc(F)c1 (stereo not given)	16%
NC(=O)CN1CC2(CCC1=O)CCN(CC1CCCCO1)CC2 (stereo not given)	-6%
CN(Cc1cccnc1)c1nc2c(c(=O)[nH]1)CCN(Cc1ccc(F)c(Cl)c1)CC2	-17%[5.79 µM]
O=C(c1ccc2ccnn2c1)N1CCOCC1	21%[44.1 µM]
Cc1ccc2c(=O)cc(C(=O)NCc3ccccc3)oc2c1	2%
COc1ccc(-n2cc(-c3ccc4c(c3)OCO4)n(CC(=O)Nc3cc(Cl)ccc3C)c2=O)cc1	?
CCCNC(=O)c1cc2n(n1)CCCN(Cc1ccc(C)cc1)C2=O	i
CC(C)c1ccc(CN2CC[C@@H]3OCC(=O)N(C(C)C)[C@H]3CC2)cc1	?
COc1ccc2[nH]c3c(c2c1)CCNC31CCN(C(=O)c2sccc2C)CC1	-4%
CC(C)NC(=O)N1CCC2(CC1)CC(N(Cc1ccc(F)cc1)C1CC1)CCO2 (stereo not given)	?
Cc1ccc(C(=O)N2[C@H]3CC[C@@H]2c2cnc(-c4ccccc4)nc2C3)c(C)c1	?
CN(C)Cc1cn2c(=O)n(C)cc(-c3ccc(O)c(F)c3)c2n1	i
CCc1ccccc1-n1nc(-c2c(C)nc3scc(CC(=O)N4CCCC4)n3c2=O)cc1C	i
Cc1cnc(C(=O)NC2C[C@H]3CC[C@@H](C2)N3C(=O)Cc2ccsc2)cn1 (stereo not given in full)	-13%
COc1ccc2ncc3c(-c4ccc(C)c(C)c4)nn(CC(=O)Nc4ccccc4)c3c2c1	?
CCOc1nccnc1NC1CCN(C(=O)c2cccn2C)CC1	35%[activator][5.79 µM]

# Single values from above.
# For Pf Dd2 inh, O=C(c1ccc2ccnn2c1)N1CCOCC1 shows 21%[44.1 µM]
# For Pf Dd2 inh, CN(Cc1cccnc1)c1nc2c(c(=O)[nH]1)CCN(Cc1ccc(F)c(Cl)c1)CC2 shows -17%[5.79 µM]

# Additional results follow.
compound	Pf Dd2 inh
CCOC(=O)C1CCCN(C(=O)c2[nH]c3ccccc3c2Sc2ccc(Cl)cc2)C1 (stereo not given)	-18%
COc1ccc(C(=O)N[C@H]2C[C@H]3C(=O)NC[C@@H](CCC(=O)NCc4cccnc4)N3C2)cc1	22%
CNCC(=O)N1CCc2ncnc(N3CCSCC3)c2CC1	2%
O=C(NCCn1cnc2ccccc21)C1CC(=O)N(c2n[nH]c3ccccc23)C1 (stereo not given)	-6%
COC(=O)c1cc2n(n1)CCCN(S(=O)(=O)c1ccc(-c3ccno3)o1)C2	20%
Cc1cc(C)c2c(=O)c3c(oc2c1)C(=O)N(Cc1ccco1)C3c1ccc(F)cc1 (stereo not given)	11%
COc1ccc(CNC(=O)c2ccc3c(c2)N(C(=O)c2ccc(F)cc2)CC3)c(OC)c1	?
Cc1ccc(F)c(NC(=O)c2cc3c(N4CCSCC4)nc(C)cn3n2)c1	?
CCCCN(C)C(=O)Cn1c(SCC(=O)Nc2ccc(C)c(C)c2)nc2ccccc21	117%[activator]
CC(C)C(=O)Nc1ccc(C2(C(=O)O)CCC2)cc1	-2%
CCS(=O)(=O)N1CCC(N2C(=O)C(OCC3CC3)C23CCCCC3)CC1 (stereo not given)	-3%
O=C(CSc1nnc2[nH]c(=O)cc(-c3ccccc3)n12)Nc1ccccc1C(F)(F)F	4%
COc1ccccc1CC(=O)N1CCC(c2n[nH]c(=O)n2Cc2ccc(C)cc2)CC1	1%
COc1ccc(C(=O)N2CCCC(n3cc(-c4nc(-c5ccccc5)no4)nn3)C2)cc1 (stereo not given)	?
CCn1cc(C(=O)N2CCC3(CC2)CN(C2CCC2)CC3CO)cn1 (stereo not given)	-12%

# (more compounds)
mol | Pf Dd2 inh
COc1ccc2c(CNCCc3ccccc3C)c(C(=O)O)n(Cc3ccccc3C)c2c1 | 54%[activator][5.79 µM]
Fc1ccc(Nc2nc(-c3cccc(Cl)c3)c3c(n2)-c2ccccc2OC3)c(F)c1 | -15%
Cn1ccnc1C(=O)N1CCCC1c1nncn1Cc1ccncc1 (stereo not given) | 1%
COc1ccc(NC(=O)c2ccc(-c3nnc4ccc(NC(=O)C5CC5)cn34)cc2)cc1 | ?
Cc1nn(-c2ccc(F)cc2)c(Oc2ccccc2)c1CCC(=O)NCC1CCCO1 (stereo not given) | i
COc1cc(C2Nc3c(C)cc(C)cc3-c3cc(C)nn32)cc(OC)c1O (stereo not given) | -4%
CCCCc1nn2c(=O)cc(COC(=O)c3ccccc3NC(=O)c3cccc(C)c3)nc2s1 | 12%
Cc1nn(CCC#N)c(C)c1[C@@H]1C=C[C@@H](NC(=O)NCc2ccccc2)C1 | -10%[44.1 µM]
Cc1nc(-c2ccc(Cl)cc2)sc1CCNC(=O)C(=O)Nc1ccc(F)cc1F | 16%
COC(=O)c1cc(CN2CCCC3(CCNC3)C2)ccc1O (stereo not given) | -17%
COc1ccc(S(=O)(=O)N2CC[C@H]3NC(=O)N(c4ccc(C)cc4)C(=O)[C@H]32)cc1 | -23%[44.1 µM]
Cc1ncc(C(=O)N2C[C@@H](C(=O)O)[C@H](c3ccc4c(c3)OCO4)C2)c(C)n1 | 5%
CCn1ncc(N2CCC(NC(=O)CCOC)CC2)cc1=O | 14%
CCS(=O)(=O)c1ncc(N(Cc2ccc(F)cc2)Cc2ccco2)c(C(=O)Nc2cc(C)ccc2C)n1 | ?
CC[C@H]1CN(C(=O)C2CC2)CC[C@H]1CC(=O)NC1CC1 | 47%[activator][44.1 µM]
CC(C)CCNC(=O)c1cn(C)c2ccc(S(=O)(=O)N3CCCC3)cc2c1=O | 11%
CCc1noc(-c2ccn3c(CNC(=O)CCCc4ccccc4)nnc3c2)n1 | -12%
COc1cccc(S(=O)(=O)N2CCC(Cc3nncn3C(C)C)C2)c1 (stereo not given) | i
CCC(CNc1nc(CCN)nc2ccccc12)N1CCN(C)CC1 (stereo not given) | -6%
Cn1c(=O)c2c(SCC(=O)NCc3ccco3)nc(-c3ccccc3)nc2n(C)c1=O | 10%
NC(=O)c1ccc(NC(=O)Cn2nc3c(cc2=O)CCCCC3)cc1 | -18%
COc1ccc(CC(=O)N2CCC3(CC2)CC(O)CCO3)cc1 (stereo not given) | ?
CCNC(=O)N(C1CC1)C1CCOC2(CCN(C(=O)Nc3ccc(OC)cc3)CC2)C1 (stereo not given) | 29%
COc1ccc(NC(=O)C2CN(S(=O)(=O)C3CC3)CC23CCCCC3)cc1 (stereo not given) | ?
COC(=O)c1c(NC(=O)COc2cc(C)ccc2C(C)C)sc2c1CCC(C)C2 (stereo not given) | 24%
O=C(c1ccc2[nH]ccc2c1)N1CCCN(c2cc(-c3ccc(F)cc3)[nH]n2)CC1 | -19%
CC(=O)N[C@H]1CCN(C(=O)C[C@@H]2[C@H](O)CCC3[C@](C)(CO)[C@H](OC(=O)Nc4cccc(C(F)(F)F)c4)CC[C@]32C)C1 (stereo not given in full) | ?
CCC(NC(=O)c1cnc(-c2ccccc2)nc1-c1ccncc1)c1ccc(OC)cc1 (stereo not given) | -12%
O=C([C@@H]1C[C@H](F)CN1C(=O)c1cccs1)N1CCCCC1 | 5%
CC(C)NC(=O)OC[C@H]1C[C@@H]2CCN1C[C@@H]2c1cc(-c2ccc3ccccc3c2)nn1C | i

# Random excerpt: 5 compounds from above.
mol | Pf Dd2 inh
CC(=O)N[C@H]1CCN(C(=O)C[C@@H]2[C@H](O)CCC3[C@](C)(CO)[C@H](OC(=O)Nc4cccc(C(F)(F)F)c4)CC[C@]32C)C1 (stereo not given in full) | ?
COc1ccc(NC(=O)c2ccc(-c3nnc4ccc(NC(=O)C5CC5)cn34)cc2)cc1 | ?
CCCCc1nn2c(=O)cc(COC(=O)c3ccccc3NC(=O)c3cccc(C)c3)nc2s1 | 12%
CC(C)CCNC(=O)c1cn(C)c2ccc(S(=O)(=O)N3CCCC3)cc2c1=O | 11%
NC(=O)c1ccc(NC(=O)Cn2nc3c(cc2=O)CCCCC3)cc1 | -18%

# Remaining list, next part.
mol | Pf Dd2 inh
COc1ccc(Nc2cc(C(=O)NC3CCCC3)c3ccccc3n2)cc1 | 4%
O=C1c2c(-c3nc(-c4ccsc4)no3)nnn2CCN1Cc1cccc(Cl)c1 | -13%
Cc1ccccc1C(=O)N1CCCC(Nc2ccc(F)cc2)C1 (stereo not given) | -19%
Cc1ccccc1NC(=O)c1ccc2c(c1)OCCN(C1CCC1)C2 | ?
COc1ccc(CCNC(=O)CCc2cn(Cc3ccccc3Cl)c3ccccc23)c(OC)c1 | -24%
